Mtb BioA inh: blocks M. tuberculosis BioA enzyme activity; purified M. tuberculosis BioA enzyme, plate reader; inhibition, % at 9.99 µM; 360,000 tested, 0.096% active; AID 602481; in the data active means inhibition above about 40%
SSB-PriA inh: K. pneumoniae PriA-SSBct interaction inhibition; 430,000 tested, 0.6% active; AID 1272365; inhibition, % at 33 µM; AlphaScreen SSBct-PriA binding, biotinylated peptide; in the data active means inhibition mostly above about 37%, no sharp cut-off; inactive means mostly below about 20%;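 further: plate controls were negative control peptide for no effect and reference peptide for full effect; strong numbers were not always called active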
BH1578 lux ind: inducers of Vibrio cholerae quorum light production without autoinducers; V. cholerae BH1578 lux reporter, luminescence, 6 h; activation, % at 18.7 µM; 350,000 tested, 0.16% active; AID 588436; in the data active means activation mostly above about 9.7%, no sharp cut-off; further: not every result past the cut was called active; inactives centre near 0; reference of the scale not given here
3CLpro inhibitor: SARS-CoV 3CLpro protease inhibition; recombinant SARS-CoV 3CLpro, quenched FRET peptide cleavage; 290,000 tested, 0.14% active; inhibition, % at 6 µM; AID 1706; in the data active means inhibition above about 12%
VHR inh abs: inhibitors of human VHR1 phosphatase (DUSP3); P51452; recombinant VHR phosphatase, pNPP absorbance; AID 1654; inhibition, % at 13.3 µM; 290,000 tested, 0.52% active; in the data active means inhibition above about 50%; further: some compounds called inactive have numbers as strong as hits
Target sequence (P51452 whole entry, looked up): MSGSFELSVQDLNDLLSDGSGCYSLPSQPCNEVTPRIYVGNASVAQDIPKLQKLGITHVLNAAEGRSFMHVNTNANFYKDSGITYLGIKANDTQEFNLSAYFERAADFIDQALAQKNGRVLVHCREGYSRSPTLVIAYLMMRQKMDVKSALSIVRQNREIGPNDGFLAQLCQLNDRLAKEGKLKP
Rv3671c protease: inhibits the M. tuberculosis serine protease Rv3671c | inhibition, % at 5.96 µM | 320,000 tested, 0.048% active | AID 2606; in the data active means inhibition above about 38%;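 further: extracellular domain of Rv3671c used as enzyme; 0% = enzyme with DMSO and 100% = no enzyme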
Target sequence (P9WHR9 whole entry, looked up, the tested form may be a part): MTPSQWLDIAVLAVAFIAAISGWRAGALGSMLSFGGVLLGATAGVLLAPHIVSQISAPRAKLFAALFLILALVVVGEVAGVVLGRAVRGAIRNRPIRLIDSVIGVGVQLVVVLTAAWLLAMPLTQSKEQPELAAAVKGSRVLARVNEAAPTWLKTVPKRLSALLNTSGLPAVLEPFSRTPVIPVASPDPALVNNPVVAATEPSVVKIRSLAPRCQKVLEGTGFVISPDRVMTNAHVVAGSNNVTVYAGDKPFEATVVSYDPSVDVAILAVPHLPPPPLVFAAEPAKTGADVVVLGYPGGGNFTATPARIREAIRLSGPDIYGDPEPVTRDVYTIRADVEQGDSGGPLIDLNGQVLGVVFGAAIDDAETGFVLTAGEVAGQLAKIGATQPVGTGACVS
Mtb FBA inh: inhibits M. tuberculosis FBA enzyme; AID 588726; inhibition, % at 1 µM; P9WQA3; purified M. tuberculosis FBA, fluorescence read-out; 360,000 tested, 2.3% active; in the data active means inhibition above about 27%;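 further: 0% = vehicle and 100% = reference inhibitor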
MazF activator: activators of E. coli MazEF toxin-antitoxin RNase; P0AE70; FAM/BHQ RNA-DNA oligo cleavage fluorescence, 5 h; activation, % at 20 µM; 350,000 tested, 0.32% active; in the data active means activation above about 50%
Target sequence (P0AE70 whole entry, looked up): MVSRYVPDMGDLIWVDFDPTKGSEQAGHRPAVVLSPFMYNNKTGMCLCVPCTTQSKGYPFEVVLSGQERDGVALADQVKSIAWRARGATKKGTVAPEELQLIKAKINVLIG
GDH-TPI counter: inhibits GDH-TPI coupling enzymes, artifact for Mtb FBA screen. GDH-TPI coupled enzyme counterscreen, NADH absorbance. inhibition, % at 4.8 µM. AID 588335. 360,000 tested, 1.2% active; in the data active means inhibition above about 30%;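 further: 0% = DMSO wells and 100% = wells lacking the enzyme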
Mtb UGM inh: Mtb UDP-galactopyranose mutase inhibition | AID 504406 | purified UGM, fluorescence polarization probe displacement | inhibition, % at 10 µM | 320,000 tested, 0.06% active; in the data active means inhibition above about 10%, passing the limit was not always enough
Target sequence (P9WIQ1 whole entry, looked up): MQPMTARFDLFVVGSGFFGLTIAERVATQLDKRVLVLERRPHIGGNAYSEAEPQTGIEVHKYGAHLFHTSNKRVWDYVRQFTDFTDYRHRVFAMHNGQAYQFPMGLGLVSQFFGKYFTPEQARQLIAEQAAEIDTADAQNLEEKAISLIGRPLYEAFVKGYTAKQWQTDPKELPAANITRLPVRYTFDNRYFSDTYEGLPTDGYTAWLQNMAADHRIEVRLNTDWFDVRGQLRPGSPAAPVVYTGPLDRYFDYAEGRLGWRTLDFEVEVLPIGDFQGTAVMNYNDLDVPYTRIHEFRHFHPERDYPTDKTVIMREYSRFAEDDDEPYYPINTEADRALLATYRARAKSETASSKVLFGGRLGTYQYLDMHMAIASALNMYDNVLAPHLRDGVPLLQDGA
The depositor's hits bear a star; i = inactive; . = no result given. A portion of the library; rates above refer to the full screens.

SMILES	Mtb BioA inh	SSB-PriA inh	BH1578 lux ind	3CLpro inhibitor	VHR inh abs	Rv3671c protease	Mtb FBA inh	MazF activator	GDH-TPI counter	Mtb UGM inh
CN(C)C(=O)c1ccc(NC(=O)COc2cccc3c2OC(C)(C)C3)cc1	0.8	-6.8	-0.7	.	.	.	2.8	2.7	-5.6	.
Cc1cc(C)c2c(=O)[nH]n(C3CCOC(C)(C)C3)c2n1 (configuration not stated)	-0.3	-9.1	-0.2	4.7	2.3	6.6	4.6	6.8	14.1	7.2
Cc1cc(=O)n2[nH]c(NCc3c(F)cccc3Cl)nc2n1	-1.2	-13.6	i	-3.3	18.2	8.3	5.7	-5.2	-2.2	-1.3
Cc1nn(-c2ccccc2)c(C)c1C(=O)OCC(=O)NCc1ccco1	-1.9	-7.2	-1.0	8.2	17.5	-0.2	0.0	0.7	-2.9	1.7
CCOc1cc2c(cc1OCC)-n1cccc1C(c1ccc(C)cc1C)NC2 (configuration not stated)	.	22.0	-0.4	2.1	9.6	1.1	0.1	3.3	-1.1	0.3
O=C(CCN1CCN(c2ccc([N+](=O)[O-])cc2)CC1)c1ccc(Cl)cc1	-0.9	-10.1	-8.3	4.3	8.8	-3.6	-0.9	-7.5	7.8	-2.0
COc1ccc(-c2ccnc3nc(N4CCOCC4)nn23)cc1	-2.0	-2.7	-2.9	6.8	37.0	0.6	84.0*	0.3	34.0*	-1.7
CCOC(=O)Cn1cc([N+](=O)[O-])nc1[N+](=O)[O-]	.	6.4	i	-0.1	13.7	1.0	-1.0	-7.0	0.0	-2.3
CCc1nnc(NC(=O)c2cccc(S(=O)(=O)N3CCc4ccccc43)c2)s1	.	-13.9	-0.5	0.9	24.4	-7.3	2.0	3.8	13.3	-0.4
Cc1occc1C(=O)N1CCN(c2ccc(Cl)cc2)CC1	0.6	4.5	-0.3	1.8	-9.5	-5.6	-0.7	5.1	-5.8	-2.4
COC(=O)c1c(C)[nH]c(C(=O)C(C)OC(=O)C2CC2C)c1C (configuration not stated)	0.9	-4.9	-4.0	.	.	-0.8	-2.0	7.1	8.2	-0.6
O=C(CSCc1ccccc1)NNC(=S)Nc1cccc(Cl)c1Cl	0.1	18.1	i	0.4	-9.0	7.8	1.0	-2.7	-3.5	-1.2
CCOC(=O)c1c(C)c(C(=O)N2CCCCCC2)c(C)n1C	0.8	-0.7	-0.3	1.9	-0.7	0.7	-2.7	6.5	5.6	0.0
COc1ccc(S(=O)(=O)N2CCOC2CNC(=O)C(=O)NCCCN2CCOCC2)cc1C (configuration not stated)	-0.7	-1.4	i	-0.9	32.2	10.5	1.6	-2.9	1.7	-2.7
CCCCN(C(=O)c1cc2c(s1)CCC2)c1c(N)n(CC(C)C)c(=O)[nH]c1=O	0.3	12.2	i	.	.	-5.7	2.6	5.9	2.8	1.1
C/C=C(\C)C(=O)Nc1cccc(C2=NOC3(C2)C[C@H](C(N)=O)N(C(=O)CC#N)C3)c1 (some centres not stated)	0.8	6.7	i	.	11.1	0.1	1.4	3.3	-1.2	2.4
COc1ccc(/C=N/n2c(C)cc(C)cc2=O)cc1	.	.	-0.1	2.4	6.4	0.8	3.5	6.0	-2.2	0.6
O=C(NCC(c1cccs1)N1CCOCC1)c1cn(-c2ccccc2)nc1-c1ccccc1 (configuration not stated)	1.1	-17.6	-1.6	.	.	-18.5	2.2	-8.0	-8.1	1.0
COc1cccc(CC2(CO)CCCN(Cc3ccc(OC)c(C)c3OC)C2)c1 (configuration not stated)	1.0	-2.7	i	2.2	9.8	1.4	2.5	-2.9	7.7	-2.8
CC(C)c1ccc(OCC(=O)N2CCN(c3ccccn3)CC2)c(Br)c1	-3.0	-17.6	-0.2	5.2	14.4	7.0	4.1	0.5	1.4	-2.5
CN(CCCNC(=O)C1CCC(=O)N1Cc1ccc(F)cc1)c1ccccc1 (configuration not stated)	2.0	16.8	-0.3	-1.3	29.4	7.7	-0.6	1.9	-0.5	0.1
CC(C)COc1ccc(C(=O)NNC(=O)CCC(=O)c2cccs2)cc1	-1.0	3.5	i	.	.	5.7	0.1	6.1	3.0	-0.7
COc1cc2c(cc1OC)CN(Cc1cc(=O)n3cc(C)ccc3n1)CC2	5.3	-8.1	.	.	25.4	1.3	20.1	-2.5	2.8	-1.9
CN(C(=O)Nc1ccc(C(C)(C)C)cc1)C1CCCCC1	-0.7	-16.5	-0.6	0.5	1.1	2.3	-0.2	8.1	-2.3	2.1
CN(C)Cc1csc(NC(=O)Nc2cccc(Cl)c2)n1	0.2	.	i	.	.	.	-0.2	.	7.6	.
Further structures
SMILES	Mtb BioA inh	SSB-PriA inh	BH1578 lux ind	3CLpro inhibitor	VHR inh abs	Rv3671c protease	Mtb FBA inh	MazF activator	GDH-TPI counter	Mtb UGM inh
Cc1ccc(N(C(=O)c2ccccn2)C2(C(=O)NC3CCCC3)CCCCC2)cc1	0.4	-4.6	4.3	-1.0	9.9	5.0	1.8	-2.9	4.2	3.0
O=C(Nc1cc(C(=O)N2CCOCC2)ccc1N1CCCC1)c1cccs1	-1.0	-0.9	-4.0	6.9	7.1	-6.4	0.0	1.3	9.5	-0.8
CC(C)n1cc(/C=C2\NC(=O)N(c3cccc(Cl)c3)C2=O)c2ccccc21	-1.6	-2.8	i	-3.6	7.8	-16.4	-1.1	3.5	9.7	1.0
CCOc1c2ccc(C(=O)NCc3ccco3)cc2nn1CC	1.0	-34.1	0.4	4.3	9.1	-0.6	38.7*	9.4	6.9	1.3
CCc1c(C)sc(NC(=O)c2cc(C3CC3)on2)c1C#N	1.1	-6.4	0.3	.	29.4	6.3	4.5	6.6	15.3	-1.7
O=C(CNC(=O)c1cccc(F)c1)OCC(=O)N1CCCCC1	.	-16.3	i	5.0	50.8*	-8.9	-0.1	-3.1	-1.6	-3.9
CC(=O)OC1CCC2(C)C(CCC3C4CC=C(C(C)=O)C4(C)OC(=O)CC32)C1 (configuration not stated)	-0.2	.	i	.	.	.	0.2	4.4	-5.8	.
C=CC[C@H](CC(=O)N(CCO)Cc1ccccc1)C(=O)N[C@H](COC(=O)[C@@H](CC=C)Cc1ccc(F)cc1)Cc1c[nH]c2ccccc12	-1.7	3.1	-0.4	.	.	-11.9	1.8	-2.1	-6.3	0.0
CC(=O)Nc1ccc(C(=O)COC(=O)CCN2C(=O)C3CC=CCC3C2=O)cc1 (configuration not stated)	-1.1	-11.4	i	-4.4	40.9	4.3	2.9	1.0	4.5	-1.5
Cc1cc(N2CCCCC2)n2ncc(-c3ccc(Cl)cc3)c2n1	-1.1	-34.7	-0.2	-0.9	11.3	2.3	10.3	-4.5	18.4	1.9
O=C(NCCN1CCOCC1)C1CCC(=O)N1Cc1ccc(F)cc1 (configuration not stated)	-1.8	-13.8	-0.2	-1.9	20.1	-2.7	-4.2	0.4	8.7	-0.3
CC(C)C(NC(=O)OC(C)(C)C)C(=O)N1CCCC1C(=O)NC(Cc1ccccc1)C(N)=O (configuration not stated)	-1.2	-11.9	i	-3.5	22.8	-5.4	0.6	1.6	0.5	-2.0
CN(C)C=Nc1nc2ccccc2nc1N1CCCC1	.	-2.5	-0.2	0.5	9.0	-4.6	20.4	-7.5	3.5	1.2
CC(=O)Nc1ccc(C(=O)Nc2ccncc2)cc1	0.3	-10.1	-0.5	-2.5	4.1	3.3	0.8	11.4	7.4	-3.7
Cc1ccc(N2C(=O)C(O)(C(F)(F)F)C3=C2CC(C)(C)CC3=O)cc1 (configuration not stated)	0.7	0.0	-3.3	-3.3	-3.9	9.8	-2.1	-2.3	10.7	1.2
O=C(Nc1ccc(F)c(Cl)c1)N1CCCCCC1	0.8	-7.1	i	-9.7	31.5	-10.0	0.0	5.5	1.4	1.9
O=C(CNC(=O)c1ccco1)NNC(=O)c1cccc(Cl)c1	0.8	-2.5	i	.	.	-6.5	5.5	0.6	-7.6	3.0
CC(C)C(=O)Nc1cccc(COc2cccc(CN(Cc3ccccc3)C(=O)OC(C)(C)C)c2)c1	0.6	-2.6	i	.	.	.	-1.2	1.3	12.3	.
COc1ccc(C(=O)N2CCC(C)(C(=O)NS(=O)(=O)C3CC3)C2)cc1 (configuration not stated)	0.3	.	-0.5	.	.	.	4.7	.	4.0	.
CCC(Sc1nc2cc3c(cc2c(=O)n1Cc1ccco1)OCO3)C(=O)Nc1cccc(OC)c1 (configuration not stated)	-1.4	-1.8	-2.4	-7.9	23.5	-8.6	-1.3	-11.1	-11.5	2.8
Cn1nc(-c2ccccc2)cc1NC(=O)c1ccccc1	0.5	-3.3	-18.3	0.8	15.5	2.2	1.3	2.6	-9.5	-4.9
CC(=O)Nc1ccc(NC(=O)c2ccc(COc3ccccc3)cc2)cc1	-1.2	-7.3	-0.6	1.8	10.7	-6.0	0.5	-1.1	21.0	-0.1
O=S(=O)(NCC1CCCN(Cc2ccccc2O)C1)c1cccc2cccnc12 (configuration not stated)	-3.1	-14.0	-7.7	-0.8	-22.9	0.7	-2.9	-12.1	0.7	1.2
O=S(=O)(/N=C(\Sc1ccc(Cl)cc1)c1ccccc1)c1ccccc1	-0.3	.	2.9	5.5	17.3	-0.1	2.2	7.8	-11.6	-1.3
Cc1ccc([C@H]2C[C@H](O)[C@@H](n3cc(-c4ccc(F)cc4)nn3)CN2C(=O)C2CCCCC2)cc1	.	.	-0.2	.	.	.	5.3	-3.3	6.2	.

Some of the entries so far, with bars between the fields:
SMILES | Mtb BioA inh | SSB-PriA inh | BH1578 lux ind | 3CLpro inhibitor | VHR inh abs | Rv3671c protease | Mtb FBA inh | MazF activator | GDH-TPI counter | Mtb UGM inh
CN(C)C=Nc1nc2ccccc2nc1N1CCCC1 | . | -2.5 | -0.2 | 0.5 | 9.0 | -4.6 | 20.4 | -7.5 | 3.5 | 1.2
CC(=O)Nc1ccc(C(=O)Nc2ccncc2)cc1 | 0.3 | -10.1 | -0.5 | -2.5 | 4.1 | 3.3 | 0.8 | 11.4 | 7.4 | -3.7
Cc1ccc(N2C(=O)C(O)(C(F)(F)F)C3=C2CC(C)(C)CC3=O)cc1 (configuration not stated) | 0.7 | 0.0 | -3.3 | -3.3 | -3.9 | 9.8 | -2.1 | -2.3 | 10.7 | 1.2
O=C(Nc1ccc(F)c(Cl)c1)N1CCCCCC1 | 0.8 | -7.1 | i | -9.7 | 31.5 | -10.0 | 0.0 | 5.5 | 1.4 | 1.9
O=C(CNC(=O)c1ccco1)NNC(=O)c1cccc(Cl)c1 | 0.8 | -2.5 | i | . | . | -6.5 | 5.5 | 0.6 | -7.6 | 3.0
CC(C)C(=O)Nc1cccc(COc2cccc(CN(Cc3ccccc3)C(=O)OC(C)(C)C)c2)c1 | 0.6 | -2.6 | i | . | . | . | -1.2 | 1.3 | 12.3 | .

(cont.)
SMILES	Mtb BioA inh	SSB-PriA inh	BH1578 lux ind	3CLpro inhibitor	VHR inh abs	Rv3671c protease	Mtb FBA inh	MazF activator	GDH-TPI counter	Mtb UGM inh
Cn1c(=O)n(C)c2cc([N+](=O)[O-])c(N3CCN(C(=O)c4cccc(Cl)c4)CC3)cc21	3.3	-3.0	-0.7	-1.0	13.6	0.1	-5.2	6.7	6.4	-2.3
O=C(NCCO)c1cccc(-c2cccc3nccn23)c1	0.3	.	-0.5	.	.	.	10.8	.	1.3	.
CCOC(=O)c1cnc(SC)nc1Sc1cc(Cl)ccc1Cl	-1.0	-4.5	i	-1.4	4.6	-0.3	1.5	-3.8	-3.4	-0.7
COc1ccccc1NC(=O)c1coc(=O)c(Br)c1	0.1	-4.0	i	-4.4	12.5	-7.3	62.7*	4.2	5.5	-1.2
CCn1nc(C)c(NS(=O)(=O)c2ccc(C)cc2)c1C	-1.0	-2.9	4.0	2.8	4.4	-1.0	2.0	1.5	16.5	-2.6
O=C(Nc1ccn(Cc2ccc(F)cc2)n1)c1ccncc1	-1.1	-17.3	i	-6.1	14.0	1.0	2.0	-1.6	-1.6	-1.2
CCOc1ccc(/C(C)=N\NC(=O)Cc2ccccc2)cc1	-0.3	.	-1.5	-2.9	-10.7	-0.2	1.7	14.3	1.5	3.2
COc1cccc(Nc2c(F)c(F)c(F)c(F)c2C(=O)O)c1	-1.0	-11.3	i	4.2	-0.5	3.7	-1.3	-8.8	2.6	2.6
CCOC(=O)c1cc(-c2ccccc2)nn1CC1CC(c2ccc(Cl)cc2)=NO1 (configuration not stated)	0.2	-5.5	-0.4	.	.	-6.4	1.9	-0.3	4.2	-2.4

Bioassay records: PubChem BioAssay, several laboratories
